# bIAP activator: increases bovine intestinal alkaline phosphatase activity; hit rate 0.17% among 200,000; purified bovine IAP, CDP-star luminescence, 30 min; stronger effect = higher value; fold of DMSO-control signal, blank-subtracted; activation factor at 20 µM;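 active means activation factor of 2 or more at 20 µM, a signal rise over negative controls twice the positive control's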
# PPARg SRC2 recr: agonists of SRC-2 recruitment by human PPARgamma | AID 1032 | activation, % at 8 µM | P37231 | PPARgamma LBD-SRC-2 recruitment, biochemical | hit rate 0.34% among 200,000; in the data active means activation above about 22%;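 further: 0% = vehicle and 100% = reference agonist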
# Target sequence (P37231 whole entry, looked up, the tested form may be a part): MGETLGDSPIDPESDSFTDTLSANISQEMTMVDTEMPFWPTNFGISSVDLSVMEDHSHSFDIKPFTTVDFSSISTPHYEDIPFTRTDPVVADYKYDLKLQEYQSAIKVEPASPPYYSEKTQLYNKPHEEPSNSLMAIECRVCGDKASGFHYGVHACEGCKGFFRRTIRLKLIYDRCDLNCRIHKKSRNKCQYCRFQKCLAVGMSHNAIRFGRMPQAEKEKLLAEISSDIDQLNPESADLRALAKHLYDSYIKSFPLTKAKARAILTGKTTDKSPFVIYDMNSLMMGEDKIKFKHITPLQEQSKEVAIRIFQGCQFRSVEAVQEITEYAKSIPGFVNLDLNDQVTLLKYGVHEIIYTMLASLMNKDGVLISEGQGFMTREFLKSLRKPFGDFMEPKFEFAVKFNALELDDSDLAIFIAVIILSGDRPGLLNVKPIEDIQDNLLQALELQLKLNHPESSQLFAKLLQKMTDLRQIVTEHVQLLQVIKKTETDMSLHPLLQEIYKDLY
# TNAP act hi DEA: activators of human TNAP at high phosphate acceptor concentration; activation factor at 20 µM; 200,000 tested, under 10 active; AID 1136; P05186; purified TNAP, CDP-star luminescence, 1 M DEA, 30 min; stronger effect = higher value; 0 = EDTA background, 1 = DMSO-only activity;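 active means activation factor at least 2 at 20 µM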
# Target sequence (P05186 whole entry, looked up): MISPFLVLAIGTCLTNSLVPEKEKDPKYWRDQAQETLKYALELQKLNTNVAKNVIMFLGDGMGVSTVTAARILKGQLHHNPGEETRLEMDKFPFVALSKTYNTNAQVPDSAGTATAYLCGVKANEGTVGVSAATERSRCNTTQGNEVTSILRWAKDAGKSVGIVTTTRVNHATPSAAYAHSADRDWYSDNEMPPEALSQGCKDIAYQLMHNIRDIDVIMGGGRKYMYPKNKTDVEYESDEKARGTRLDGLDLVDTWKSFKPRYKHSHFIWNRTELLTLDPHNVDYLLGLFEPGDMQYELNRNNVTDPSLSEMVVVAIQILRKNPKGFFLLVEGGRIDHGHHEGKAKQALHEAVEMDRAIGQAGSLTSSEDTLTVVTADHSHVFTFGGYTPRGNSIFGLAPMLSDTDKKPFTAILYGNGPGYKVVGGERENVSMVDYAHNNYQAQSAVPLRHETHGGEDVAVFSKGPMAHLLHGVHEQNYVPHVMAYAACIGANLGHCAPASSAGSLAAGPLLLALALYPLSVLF
#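 Measured by: Luminescent substrate turnover signal | Test system: Human TNAP | Input: TNAP 1/800 final | Dosing: 20 µM single point | Schedule: 30 min, room temperature | Controls: EDTA wells as negative control, DMSO wells as positive control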
# Efa HMGR inh: E. faecalis class II HMG-CoA reductase inhibition; purified E. faecalis HMGR, NADPH absorbance 340 nm kinetic; inhibition, % at 10 µM; hit rate 0.41% among 190,000; AID 1066;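 active means inhibition above a set limit, the median over all tested compounds plus 3 SD, cut at about 9.5% in these data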;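 further: enzyme runs in reverse so mevalonate oxidation gives rising NADPH absorbance; 0% = complete reaction with DMSO and 100% = background rate lacking mevalonate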
# TNAP inh hiacc: TNAP (human) inhibition, high acceptor | P05186 | purified TNAP, CDP-star luminescence, 1 M DEA | inhibition, % at 20 µM | hit rate 0.03% among 200,000;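 active means over 50% inhibition of tissue-nonspecific alkaline phosphatase at 20 µM in the single-dose screen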;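 further: plate controls were DMSO wells for no effect and EDTA-quenched wells as full inhibition for full effect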
# TNAP inh noacc: TNAP (human) inhibition, acceptor-free conditions. hit rate 0.26% among 200,000. P05186. purified TNAP, CDP-star luminescence, 30 min. inhibition, % at 20 µM. AID 1012;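 active means tissue-nonspecific alkaline phosphatase inhibition above about 50% at 20 µM in the single-dose screen, limit read from the data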;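 further: 0% = DMSO negative control and 100% = EDTA positive control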
# PPARg SRC3 recr: agonists of human PPARgamma SRC-3 coactivator recruitment. activation, % at 8 µM. biochemical PPARgamma/SRC-3 coactivator recruitment assay. hit rate 0.26% among 200,000. P37231. AID 731; in the data active means activation above about 23%;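 further: 0% = DMSO and 100% = reference agonist; some compounds past the cut are filed as inactive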
# TR-FRET SRC-2 ct: flags TR-FRET format artefacts in PPARgamma SRC-2 recruitment agonist screen | hit rate 0.4% among 200,000 | TR-FRET artefact counter-screen; stronger effect = higher value | AID 1049 | TR-FRET ratio at 8 µM; in the data active means TR-FRET ratio above about 2000; further: inactives centre near 1500
# bIAP inhibitor: intestinal alkaline phosphatase (bovine) inhibition; 190,000 tested, under 10 active; AID 1019; inhibition, % at 20 µM; purified bovine IAP, CDP-star luminescence, 30 min;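 active means over 50% inhibition of intestinal alkaline phosphatase at 20 µM in the single-dose screen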
#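 System: purified bovine intestinal alkaline phosphatase (IAP) enzyme; Input: IAP diluted 1/65,000,000 in the well; Measured by: CDP-star luminescence signal; Compound dosing: 20 µM single dose; Incubation: 30 min reaction at room temperature.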
# PPARg SRC1 recr: agonists of human PPARgamma SRC-1 coactivator recruitment; P37231; PPARgamma-SRC-1 coactivator recruitment biochemical assay; activation, % at 8 µM; hit rate 0.41% among 200,000; in the data active means activation above about 19%;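 further: 0% = DMSO and 100% = reference agonist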
# * hit, by the source's call; nt = no result given.
SMILES,bIAP activator,PPARg SRC2 recr,TNAP act hi DEA,Efa HMGR inh,TNAP inh hiacc,TNAP inh noacc,PPARg SRC3 recr,TR-FRET SRC-2 ct,bIAP inhibitor,PPARg SRC1 recr
O=[N+]([O-])c1cc(/C=N/O)ccc1SCc1ccccc1Cl,0.9,4,1,-9,0,5,6,1667,6,2
CCN(CC)C(=O)CCCC(=O)N(CC)CC,0.9,8,1,-4,-4,-11,3,1602,6,3
CCN(CC)CCCN1C(=O)C(=O)/C(=C(/O)c2ccc(Cl)cc2)C1c1ccccn1 (stereo not drawn),1,nt,1,nt,-4,-7,nt,nt,-4,nt
CCOc1ccc(-c2[nH]nc3c2C(c2ccc4c(c2)OCO4)C(C#N)=C(N)O3)cc1OC (stereo not drawn),1,3,1,-7,-3,-3,-3,1515,4,3
Cc1cccc(-c2n[nH]c(=S)n2/N=C/c2ccc(C)s2)c1,0.9,7,1,-1,5,25,6,1623,7,2
Cc1ccc(-c2noc(CN3CCN(c4ccccc4F)CC3)n2)cc1,0.9,7,1,-1,2,-10,1,1524,9,-3
Oc1ccc(N=Nc2cccc(C(F)(F)F)c2)cc1C=Nc1ccc(N2CCOCC2)cc1,1.1,20,0.8,-1,18,12,11,1787,-7,15
COc1cccc(C(=O)N2CCCC(c3nc(-c4cccs4)no3)C2)c1 (stereo not drawn),1,0,1.1,-5,-6,-15,-1,1542,-4,8
Cc1ccc(-n2c(C)nn(CC3CC3)c2=O)cc1,1,1,1,-1,-4,-13,-2,1344,-1,-2
COc1ccccc1Oc1c(C)oc2c(CN3CCN(C)CC3)c(O)ccc2c1=O,0.9,10,1.1,-4,-5,-9,4,1672,6,6
Cc1cc(NC(=O)/C=C/C(=O)N(CC(=O)NC2CCCC2)c2ccc(F)cc2)no1,1,1,1,0,-4,-7,1,1737,1,-1
CC1=CC(C)(C)N2C(=O)C3(NCCc4c3[nH]c3ccccc43)c3cccc1c32 (stereo not drawn),1.1,5,1,-4,0,-5,3,1629,-14,5
Cc1ccc(CNC(=O)c2sccc2-n2cccc2)cc1,0.6,2,1,-1,-3,-4,-2,1512,42,-2
Cc1nn(Cc2c(Cl)cccc2Cl)c(C)c1NC(=O)Cn1nc([N+](=O)[O-])c(Cl)c1C,0.9,3,1,-2,1,-17,1,1568,9,2
COC(=O)C1(C(O)C(=O)c2ccc(C)cc2C)CCCCC1 (stereo not drawn),0.9,-2,1,1,1,-7,8,1301,7,-1
O=C(COC(=O)CCC(=O)c1cccs1)Nc1ncc(Cl)cc1Cl,0.9,8,1,2,4,-8,3,1786,10,2
CNc1oc(/C=C/c2ccccc2)nc1C#N,0.7,-4,1,-4,1,-14,2,1562,29,-9
CCCOc1ccccc1NC(=O)c1ccc([N+](=O)[O-])cc1,0.9,6,1,0,-1,-6,1,1593,6,6
CC1(C)CC(=O)C=C(NC2CCCCCCC2)C1,1,0,1,1,0,-9,6,1510,4,2
CCOC(=O)c1cnc(SCC(=O)Nc2ccc(N3CCOCC3)c(Cl)c2)nc1N,1,4,1,-5,0,-4,12,1449,-1,11
CC(=O)Nc1ccc(S(=O)(=O)NC(CC(=O)NCCCN2CCOCC2)C(C)C)cc1 (stereo not drawn),1,-9,1,-1,0,-9,6,1653,1,9
CC(C)(C)N=C1C([N+](=O)[O-])=CC=C2C1=NC1(CCCCC1)N2O,1.2,-1,0.9,-4,5,10,3,1548,-21,6
Cc1ccc(-c2nnc(Nc3ccc4c(c3)OCO4)c3ccccc23)cc1S(=O)(=O)NCCO,1,8,1,0,-4,-21,2,1723,-3,6
COc1ccc2c(c1OC)C(=O)N1N=C(c3ccc(F)cc3)CC21 (stereo not drawn),1.1,3,1,6,-3,-3,5,1567,-13,-1
CCOc1ccc(S(=O)(=O)NCCC(=O)OCC(=O)N2CC(=O)Nc3ccccc32)cc1,0.8,-2,1,4,-2,-12,4,1763,22,12

# Structural class, those above with an aryl methoxy group
SMILES,bIAP activator,PPARg SRC2 recr,TNAP act hi DEA,Efa HMGR inh,TNAP inh hiacc,TNAP inh noacc,PPARg SRC3 recr,TR-FRET SRC-2 ct,bIAP inhibitor,PPARg SRC1 recr
CCOc1ccc(-c2[nH]nc3c2C(c2ccc4c(c2)OCO4)C(C#N)=C(N)O3)cc1OC (stereo not drawn),1,3,1,-7,-3,-3,-3,1515,4,3
COc1cccc(C(=O)N2CCCC(c3nc(-c4cccs4)no3)C2)c1 (stereo not drawn),1,0,1.1,-5,-6,-15,-1,1542,-4,8
COc1ccccc1Oc1c(C)oc2c(CN3CCN(C)CC3)c(O)ccc2c1=O,0.9,10,1.1,-4,-5,-9,4,1672,6,6
COc1ccc2c(c1OC)C(=O)N1N=C(c3ccc(F)cc3)CC21 (stereo not drawn),1.1,3,1,6,-3,-3,5,1567,-13,-1

# (list continues)
SMILES,bIAP activator,PPARg SRC2 recr,TNAP act hi DEA,Efa HMGR inh,TNAP inh hiacc,TNAP inh noacc,PPARg SRC3 recr,TR-FRET SRC-2 ct,bIAP inhibitor,PPARg SRC1 recr
CSCCC(NC(=O)COc1ccccc1)C(=O)N1CCN(c2ccccc2F)CC1 (stereo not drawn),1.1,7,1.1,1,-6,-6,-1,1604,-6,3
CC(=O)Nc1cc2c(cc1C(C)=O)OCCO2,0.9,-1,1,-4,1,-4,10,1353,11,8
O=C(CCl)NNc1cccc(Cl)n1,1,1,1,-2,0,1,9,1564,4,-5
O=C(N/N=C/c1ccc([N+](=O)[O-])o1)c1cn(-c2ccccc2)nc1-c1ccccc1,1,1,0.9,-2,6,-7,4,1437,2,3
O=C(OCC(=O)N1CCc2ccccc21)c1ccccc1,0.9,12,1.1,-8,-8,-11,4,1555,14,-2
COc1cc(C(=O)NCc2cn3cccc(C)c3n2)cc(OC)c1OC,1,5,1,3,-1,-6,2,1540,1,-7
COc1cc2c(cc1OC)CN(Cc1ccc(C)s1)CC2,1,9,1.1,2,-6,-11,1,1559,-3,4
N=C1C(c2nc3ccccc3c(=O)[nH]2)=C(O)CN1CCO,1,4,1,-2,-4,30,-3,1356,2,3
Cc1ccccc1NC(=S)N(C)Cc1cn(C)c2ccccc12,1,5,1,1,3,-16,4,1600,-1,6
CCN(CC)S(=O)(=O)c1cc(-c2nnc(-c3ccc(Br)cc3)o2)ccc1Br,1.1,2,1,-8,-1,-5,0,1506,-6,-3
Cc1ccc(C(=O)NC2CCN(CC(=O)NCc3cccs3)CC2)cc1,1,-3,1,-7,-4,2,-6,1695,-2,0
CCn1c(=O)c2c3c(sc2n2c(=S)[nH]nc12)CCC3,0.8,2,1.1,-4,-5,3,3,1499,20,0
CCNC(=O)Oc1ccc(-c2csnn2)cc1,1,0,1.1,-3,-8,-3,-1,1592,2,5
Cc1cc(C(=O)CN2CCCC2)c(C)n1-c1ccc(Cl)cc1,0.9,2,1,-5,-4,-15,6,1658,9,2
CCC(=O)Nc1cccc(NC(=O)CSc2nnc(-c3ccc(NS(C)(=O)=O)cc3)n2C)c1,1,-2,1,2,0,-5,13,1425,-2,0
CCCC1c2ccc(C)n2CCN1C(=O)Nc1ccc(F)cc1 (stereo not drawn),0.9,2,1,-2,-5,-8,-3,1688,5,10
O=C1OC(C(=O)NCc2ccccc2)Cc2ccccc21 (stereo not drawn),1,-3,1,-5,-2,-14,-4,1555,0,-1
Cc1ccc(C)c(N(CC(=O)NC(C)(C)C)C(=O)CNC(=O)c2cccs2)c1,1.3,-8,1,-8,-2,-7,5,1531,-26,4
CC1=C(C(=O)OC(C)C)C(c2cccs2)N2C(=O)C(C)SC2=N1 (stereo not drawn),0.9,-3,1.1,4,-9,-12,-9,1346,14,-7
COc1cc(NC(=O)CCc2c(C)nc3nc(C)nn3c2C)cc(OC)c1,1,11,1,-8,-3,-17,8,1562,-2,11
Nc1c(C(=O)NCCc2ccccc2)nnn1Cc1ccccc1,1,9,1,-4,3,-2,-5,1417,-5,-6
CCC(CC)C(=O)c1c[nH]c(C(=O)OC)c1,0.8,1,1.1,-2,-7,-9,4,1643,15,0
CCOC(=O)N1CCC(N(CCN(C)C)C(=S)Nc2cc(Cl)cc(Cl)c2)CC1,1,5,1.1,-2,-8,-5,4,1271,-2,-3
CC1CCN(CCCn2c(=S)[nH]c3c(sc4ccccc43)c2=O)CC1,1.1,5,1,-3,-3,2,8,1845,-14,9
O=C(OCC(=O)c1ccccc1Br)c1ccncc1,1.2,-9,1,-5,-2,-5,0,1216,-24,5

# Sorted by the number under bIAP activator (lowest first): 3 from the list above
Structure | bIAP activator
CCOc1ccc(S(=O)(=O)NCCC(=O)OCC(=O)N2CC(=O)Nc3ccccc32)cc1 | 0.8
Cc1cccc(-c2n[nH]c(=S)n2/N=C/c2ccc(C)s2)c1 | 0.9
N=C1C(c2nc3ccccc3c(=O)[nH]2)=C(O)CN1CCO | 1

# Next compounds.
SMILES,bIAP activator,PPARg SRC2 recr,TNAP act hi DEA,Efa HMGR inh,TNAP inh hiacc,TNAP inh noacc,PPARg SRC3 recr,TR-FRET SRC-2 ct,bIAP inhibitor,PPARg SRC1 recr
Cn1ccc(C(=O)OCC(=O)Nc2cccc3ccccc23)n1,0.7,1,1.1,-2,-6,-16,1,1491,28,8
Cc1ccc(Nc2nc(N)nc(CN3CCCCCC3)n2)c(C)c1,0.9,9,1,-1,-2,-5,5,1805,7,1
O=C(NCC1CCCO1)c1sc2ccccc2c1Cl (stereo not drawn),1,7,1,2,-1,3,6,1492,-2,7
O=C(c1ccccc1)N(Cc1ccccc1)c1ccccn1,0.8,-4,1,-5,-3,-8,-3,1456,22,-3
CN(C)CC(C)(C)CNS(=O)(=O)c1ccc(Cl)cc1,1.1,-6,1,5,5,7,2,1383,-7,-4
O=C(c1ccc(Br)s1)N1CCN(Cc2ccc3c(c2)OCO3)CC1,1,4,1.1,1,-8,-10,-14,1380,5,-1
Cc1ccc(-c2c3c(=O)n(C)c(=O)n(C)c3cn2-c2ccccc2O)cc1,1,2,1.1,-3,-12,7,-2,1477,-2,18
COc1ccc(C(O)CNc2ccc(C)cc2)cc1 (stereo not drawn),0.9,5,1.1,-13,-9,-12,-4,1487,14,5
O=C(O)COc1ccc2occ(C(=O)c3ccccc3)c2c1,0.9,4,1,3,-4,-9,5,1590,14,2
O=C(C1=C[C@@H](c2ccc(C(F)(F)F)cc2)C[C@@H](OCCCCO)O1)N1CCOCC1,0.9,9,1.1,-1,-7,-13,3,1464,7,6
Cc1ccc(NC(=O)CSc2nnc(-c3ccncc3)o2)cc1,1,-7,1,1,-1,-10,4,1477,3,-4
CCOC(=O)Cc1c(C)nc2c(-c3cccc(Br)c3)c[nH]n2c1=O,1.1,2,1,-1,0,-4,-2,1502,-7,5
COc1ccc(Cn2nnnc2C(c2ccccc2Cl)N2CCN(C)CC2)cc1 (stereo not drawn),1,4,1.1,-5,-6,-12,1,1461,0,11
Cc1sc2ncn(CC(=O)OC(C)C(=O)NC(C)(C)C)c(=O)c2c1C (stereo not drawn),1,-2,1.1,-1,-7,-9,-16,1291,4,-2
O=C(c1c[nH]c(C(=O)N2CCN(c3ccccc3F)CC2)c1)c1cccc(Cl)c1Cl,1.2,0,1.1,-4,-5,-2,-1,1467,-25,4
CCOC(=O)N1CCN(C(=O)CN(c2cccc(C)c2)S(=O)(=O)c2ccccc2)CC1,1.1,0,1.1,-2,-6,6,2,1288,-9,0
CCCCN(CCCC)C(=O)c1nsnc1-c1ccccc1O,0.9,5,1,5,-3,-6,5,1527,5,0
CCOc1ccc(-n2nnc3c(=O)n(CC(=O)N4CCCc5ccccc54)cnc32)cc1,1,1,1,-4,1,-8,11,1494,5,6
